A549 viability: counter-screen for Nrf2 inhibitors: cytotoxicity in A549 cells; A549 ARE-Fluc cells, CellTiter-Fluor viability, 18-24 h; Potency, µM (titrated, usually from 46 µM), for inactives: top-dose activity change, negative = cytotoxicity, usual class: inhibitors; 390,000 tested, 0.16% active; AID 504648; note: potency is the fitted concentration of half-maximal effect; % is set by controls: 0 for no effect and ±100 for the full control effect
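A549 ARE_Fluc cells in 5% FBS OPTI-MEM were exposed to compounds in concentration-response for 18-24 h at 37 deg C. Viability was read by CellTiter-Fluor fluorescence (Ex 405/Em 525) after 30 min, before the luciferase read.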
EPAC2 agonist: activates human EPAC2 exchange factor. EPAC2 activation, biochemical qHTS; response scale: 100% = 6.5 mM cAMP response. 360,000 tested, 0.079% active. Q8WZA2. Potency, µM (top dose mostly 154 µM), for the others: top-dose activation, hits mostly activators. AID 720711; note: potency is the fitted concentration of half-maximal effect; nearly all actives have a fitted effect of over 50% in size
Target sequence (Q8WZA2 whole entry, looked up): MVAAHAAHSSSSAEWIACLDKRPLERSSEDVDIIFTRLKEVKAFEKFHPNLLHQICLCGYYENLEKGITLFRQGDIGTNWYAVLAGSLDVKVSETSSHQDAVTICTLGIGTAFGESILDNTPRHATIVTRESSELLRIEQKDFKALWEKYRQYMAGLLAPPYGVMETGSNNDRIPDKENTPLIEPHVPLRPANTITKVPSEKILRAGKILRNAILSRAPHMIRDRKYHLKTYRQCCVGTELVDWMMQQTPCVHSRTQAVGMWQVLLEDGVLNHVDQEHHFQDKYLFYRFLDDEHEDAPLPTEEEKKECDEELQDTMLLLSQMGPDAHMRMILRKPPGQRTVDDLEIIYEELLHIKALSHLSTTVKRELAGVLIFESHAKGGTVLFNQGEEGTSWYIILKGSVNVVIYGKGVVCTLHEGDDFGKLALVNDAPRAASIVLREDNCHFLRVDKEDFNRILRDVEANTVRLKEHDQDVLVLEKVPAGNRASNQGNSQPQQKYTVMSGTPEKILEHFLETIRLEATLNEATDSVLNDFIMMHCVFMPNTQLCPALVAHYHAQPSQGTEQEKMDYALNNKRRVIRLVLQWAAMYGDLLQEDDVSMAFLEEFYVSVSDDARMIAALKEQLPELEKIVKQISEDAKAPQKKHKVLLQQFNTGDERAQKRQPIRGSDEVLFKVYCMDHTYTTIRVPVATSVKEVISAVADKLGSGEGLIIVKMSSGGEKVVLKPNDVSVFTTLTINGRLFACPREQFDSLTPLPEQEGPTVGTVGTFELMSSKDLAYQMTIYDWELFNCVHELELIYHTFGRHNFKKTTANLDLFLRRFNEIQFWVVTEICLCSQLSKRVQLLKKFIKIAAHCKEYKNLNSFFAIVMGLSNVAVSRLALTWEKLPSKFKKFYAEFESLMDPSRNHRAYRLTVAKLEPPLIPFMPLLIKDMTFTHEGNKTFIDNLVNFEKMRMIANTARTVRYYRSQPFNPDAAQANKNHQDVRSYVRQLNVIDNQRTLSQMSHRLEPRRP
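Guanine nucleotide exchange by EPAC2 is measured as reduced fluorescence of BODIPY-GDP once it is released from 250 nM Rap1B. Plates are read kinetically for 30 min at room temperature; results are scaled to 6.5 mM cAMP.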
pAkt inh: inhibitors of Akt phosphorylation. 360,000 tested, 0.32% active. Neuro2A IGF-stimulated pAkt S473 HTRF, 20 min; stronger effect = lower value. activity change, % for hits at 50 µM. AID 651550; in the data active = activity change below about -80%; inconclusive = mostly about -51% to -80%; note: % is set by controls: 0 for no effect and ±100 for the full control effect
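Neuro2A cells (4,500/well, DMEM with 0.5% FBS) were treated with compound at a single 50 µM final concentration, stimulated with 6 nM IGF for 20 min at 37 °C, and lysed. Phospho-Akt Ser473 was read by HTRF as 665/615 ratio ×10^4.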
TGFb SMAD3 inh: blocks TGF-b signaling. 410,000 tested, 1.2% active. Potency, µM (titrated, usually from 46.1 µM), for inactives: at the highest dose activity, negative = inhibition, actives largely listed as inhibitors. HepG2 CAGA-GFP TGF-b/SMAD3 reporter, GFP fluorescence, 18 h; TGF-beta stimulated, 500 pg/mL final; note: potency is the fitted concentration of half-maximal effect; % is set by controls: 0 for no effect and ±100 for the full control effect; nearly all actives have a fitted effect of over 65% in size
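Smad-responsive CAGA-GFP expression was quantified in HEPG2 cells exposed to compounds and 500 pg/mL final TGF-beta for 18 h at 37 degrees C; unstimulated wells defined full inhibition.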
CCT chaperon mod: cytosolic chaperonin activity modulation; 360,000 tested, 0.3% active; activity change, % (no concentration beside the values), hits read low; purified chaperonin ATPase assay, HTRF ADP detection, 30 min; in the data active = activity change below about -30%; note: % is set by controls: 0 for no effect and ±100 for the full control effect
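TRiC (40 or 20 nM final, by batch activity) in 30 mM Tris pH 7.4, 100 mM KCl, 5 mM MgCl2, 1 mM DTT was treated with compound at 76 uM single dose, then 10 uM ATP, 30 min at 37 °C. ADP was read by HTRF Transcreener.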
EPAC2 antagonist: antagonists of human EPAC2 | Potency, µM (series often up to 114 µM), for inactives: at the highest dose activity, negative = inhibition, most hits filed as inhibitors | AID 720708 | EPAC2 GEF exchange of Rap1B-BODIPY-GDP, fluorescence | Q8WZA2 | 360,000 tested, 0.18% active; note: potency is the fitted concentration of half-maximal effect; % is set by controls: 0 for no effect and ±100 for the full control effect; nearly all actives have a fitted effect of over 45% in size; many of its hits are not listed in these tables
Mm-Cpn inhibitor: inhibitors of Methanococcus maripaludis chaperonin (MmCpn); purified Mm-Cpn ATPase, ADP Transcreener TR-FRET; Potency, µM (titrated, usually from 76.9 µM), for inactives: top-dose activity, negative = inhibition, actives largely listed as inhibitors; 330,000 tested, 0.031% active; note: potency is the fitted concentration of half-maximal effect; % is set by controls: 0 for no effect and ±100 for the full control effect; nearly all actives have a fitted effect of over 80% in size
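ATPase read-out: TR-FRET ADP immunoassay (anti-ADP Eu cryptate vs ADP-d2), ex 320 nm, em 590/665 nm; signal drops as ADP forms. Enzyme 25 nM, ATP 10 uM, 30 min at 37°C after 10 min compound preincubation.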
Nrf2 ARE act: activates Nrf2 signaling; AREc32 ARE-luciferase reporter (MCF7-derived line), luminescence, 24 h; Potency, µM (highest dose often 46.1 µM), for inactives: top-dose activation, actives largely listed as activators; 410,000 tested, 0.31% active; AID 624171; note: potency is the fitted concentration of half-maximal effect; % of control where 0% means no effect; nearly all actives have a fitted effect of over 65% in size
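Nrf2 activation is followed as ARE-luciferase induction in the AREc32 line after one day of compound treatment; luminescence is read with Steady-Glo.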
Nrf2 inh: blocks Nrf2 signaling; A549 ARE-Fluc reporter, luciferase luminescence, 18-24 h; Potency, µM (doses to about 46 µM), for inactives: top-dose activity change, negative = inhibition, most hits filed as inhibitors; 360,000 tested, 2.1% active; AID 504444; note: potency is the fitted concentration of half-maximal effect; % is set by controls: 0 for no effect and ±100 for the full control effect; nearly all actives have a fitted effect of over 60% in size
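A549 ARE_Fluc cells, 5000/well, 5% FBS OPTI-MEM; compounds in dose-response, 18-24 h at 37 °C/5% CO2; CellTiter-Fluor viability read (Ex 405/Em 525), then BugLite luciferase luminescence = Nrf2 activity.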
* hit, by the source's call; [ ] = another dose, or the depositor's remark. Unless noted, calls come from the whole dose curve; as a rule, active = well fitted curve in the direction sought with a large enough effect; inconclusive = small, poorly fitted or top-dose-only effect, or another doubt; inactive = no such curve, though single readings can be large; an effect the other way counts as inactive or inconclusive. These rows are one share of the data, so the mix of outcomes need not match the whole.

O=C(CCNS(=O)(=O)c1ccc2c(c1)CCCC(=O)N2)Nc1cccc(Cl)c1 was read as A549 viability 4.7%, TGFb SMAD3 inh -5.3%, Nrf2 ARE act -0.9% and Nrf2 inh -29.7%.
Screening O=C(COc1ccccc1)NCc1ccccc1 returned A549 viability 0.2%, EPAC2 agonist 1.5%, pAkt inh inactive, TGFb SMAD3 inh 0.0%, CCT chaperon mod 1.6, EPAC2 antagonist 13.8%, Mm-Cpn inhibitor -1.9%, Nrf2 ARE act 0.3% and Nrf2 inh inconclusive.
Screening CN(Cc1ccccc1)C(=O)C1CCN(S(=O)(=O)c2cccc3nonc23)CC1 returned A549 viability 1.8%, EPAC2 agonist 12.1%, pAkt inh inactive, TGFb SMAD3 inh -6.9%, CCT chaperon mod 0.9, EPAC2 antagonist 3.1%, Mm-Cpn inhibitor -17.3%, Nrf2 ARE act 0.3% and Nrf2 inh 3.8%.
Screening O=C(CS(=O)(=O)Cc1ccccc1)Nc1nnc(C2CCCCC2)s1 returned EPAC2 agonist -12.0%, pAkt inh inactive, TGFb SMAD3 inh -9.5%, CCT chaperon mod -0.7, EPAC2 antagonist 4.3%, Mm-Cpn inhibitor 0.3%, Nrf2 ARE act 0.2% and Nrf2 inh inconclusive.
Screening O=C(Nc1ccccc1)c1ccc[n+](Cc2ccc([N+](=O)[O-])cc2)c1 returned A549 viability 5.7%, EPAC2 agonist -7.5%, pAkt inh inactive, TGFb SMAD3 inh 6.2%, CCT chaperon mod -1.8, EPAC2 antagonist 4.7%, Mm-Cpn inhibitor -0.6%, Nrf2 ARE act 0.3% and Nrf2 inh 0.3%.
For COc1cc(C2c3c(-c4c(C)cc(C)cc4O)n[nH]c3C(=O)N2Cc2ccco2)cc(OC)c1OC (stereo not drawn) the results were A549 viability -7.1%, TGFb SMAD3 inh -9.2%, Nrf2 ARE act 3.1% and Nrf2 inh 4.9%.
Screening CC(C)(CNC(=O)c1ccc(S(=O)(=O)Nc2ccccc2F)cc1)N1CCOCC1 returned A549 viability 2.2%, EPAC2 agonist -0.2%, pAkt inh inactive, TGFb SMAD3 inh 1.4%, CCT chaperon mod -0.8, EPAC2 antagonist 2.6%, Mm-Cpn inhibitor -1.4%, Nrf2 ARE act 2.1% and Nrf2 inh inconclusive.
`CC(C)CN(C(=O)CSc1nnnn1-c1ccccc1)c1c(N)n(CC(C)C)c(=O)[nH]c1=O` gave A549 viability -11.8%, EPAC2 agonist -16.0%, pAkt inh inactive, TGFb SMAD3 inh 6.5%, CCT chaperon mod 1.3, EPAC2 antagonist 46.7%[activator], Mm-Cpn inhibitor 0.2%, Nrf2 ARE act 0.5% and Nrf2 inh -6.9%.
For CN1CCN(C(=O)c2cc(Cl)cc(Cl)c2)CC1 the results were A549 viability -2.0%, EPAC2 agonist 5.5%, pAkt inh inactive, TGFb SMAD3 inh 1.6%, CCT chaperon mod 3.0, EPAC2 antagonist -1.2%, Mm-Cpn inhibitor -0.8%, Nrf2 ARE act 1.7% and Nrf2 inh 2.4%.
Screening CCN(CC)C(=O)Oc1ccc2oc(=O)cc(-c3cc4cccc(OC)c4o3)c2c1 returned A549 viability -6.6%, EPAC2 agonist 3.3%, pAkt inh inactive, TGFb SMAD3 inh 11.2%, CCT chaperon mod -0.5, EPAC2 antagonist -11.0%, Mm-Cpn inhibitor -4.1%, Nrf2 ARE act 0.3% and Nrf2 inh inconclusive.
Cc1occc1-c1nnc(SCC(N)=O)o1 was read as A549 viability -0.4%, EPAC2 agonist 19.5%, pAkt inh inactive, TGFb SMAD3 inh 2.5%, CCT chaperon mod -1.3, EPAC2 antagonist 0.6%, Mm-Cpn inhibitor 1.6%, Nrf2 ARE act -0.8% and Nrf2 inh 19.6%.
`COc1cc(C(O)c2nc(-c3cccs3)cs2)ccc1F` (stereo not drawn) gave EPAC2 agonist 13.2%, pAkt inh inactive, TGFb SMAD3 inh -0.6%, CCT chaperon mod -2.2, EPAC2 antagonist -18.1% and Nrf2 ARE act 5.7%.
Screening CSc1ncccc1C(=O)OCC(=O)N(C)C returned A549 viability 1.0%, EPAC2 agonist 11.2%, pAkt inh inactive, TGFb SMAD3 inh 10.8%, CCT chaperon mod -1.2, EPAC2 antagonist -3.2%, Mm-Cpn inhibitor -2.4%, Nrf2 ARE act 0.2% and Nrf2 inh 6.3%.
`CCC(C)(O)C(=O)N[C@H]1CCCN1C(=O)/C=C/c1ccccc1` (stereo partly drawn) gave A549 viability -0.8%, EPAC2 agonist -1.0%, pAkt inh inactive, TGFb SMAD3 inh 7.4%, CCT chaperon mod -1.9, EPAC2 antagonist -5.6%, Mm-Cpn inhibitor 2.0%, Nrf2 ARE act 0.4% and Nrf2 inh -1.6%.
`COc1ccccc1C(=O)N/N=C1/NC(=O)CC(C(=O)Nc2ccccc2)S1` (stereo not drawn) gave A549 viability inconclusive, EPAC2 agonist 3.0%, pAkt inh inactive, TGFb SMAD3 inh 8.9%, CCT chaperon mod 1.5, EPAC2 antagonist 5.2%, Mm-Cpn inhibitor 1.8%, Nrf2 ARE act 0.0% and Nrf2 inh inconclusive.
Screening COc1ccc(C)cc1NC(=O)C1CCN(C(=O)Cc2ccccc2)CC1 returned A549 viability 1.0%, EPAC2 agonist -2.5%, pAkt inh inactive, TGFb SMAD3 inh -2.8%, CCT chaperon mod -1.7, EPAC2 antagonist -1.2%, Mm-Cpn inhibitor 0.7%, Nrf2 ARE act -0.4% and Nrf2 inh -33.1%.
For COC(=O)[C@H]1C[C@@H]1[C@H](NC(=O)c1cc(C)on1)c1ccccc1 the results were A549 viability 1.4%, EPAC2 agonist -0.6%, pAkt inh inactive, TGFb SMAD3 inh 10.6%, CCT chaperon mod 2.4, EPAC2 antagonist 0.0%, Mm-Cpn inhibitor 1.1%, Nrf2 ARE act -1.1% and Nrf2 inh -0.3%.
`CC1CC1C(=O)OCC(=O)NCc1ccc(Cl)cc1Cl` (stereo not drawn) gave A549 viability -0.1%, EPAC2 agonist inconclusive, pAkt inh inactive, TGFb SMAD3 inh -0.5%, CCT chaperon mod -1.8, EPAC2 antagonist -7.5%, Mm-Cpn inhibitor 0.7%, Nrf2 ARE act 0.4% and Nrf2 inh -1.3%.
Screening O=C(NCc1cccc(C(F)(F)F)c1)c1ccc2nc([C@@H]3O[C@H](CO)[C@@H](O)[C@H]3O)[nH]c2c1 returned EPAC2 agonist 0.6%, pAkt inh inactive, TGFb SMAD3 inh 16.5%, CCT chaperon mod -0.5, EPAC2 antagonist -2.8% and Nrf2 ARE act 0.4%.
Screening CCOC(=O)CC(=O)CSc1nc2c(sc(=S)n2-c2ccc(C)c(C)c2)c(=O)[nH]1 returned A549 viability -7.0%, EPAC2 agonist 6.0%, pAkt inh inactive, TGFb SMAD3 inh 0.0%, CCT chaperon mod -0.6, EPAC2 antagonist -5.4%, Mm-Cpn inhibitor 0.9%, Nrf2 ARE act -0.7% and Nrf2 inh -11.2%.
`Cn1cnnc1SCc1ccc(F)c2ccccc12` gave A549 viability 2.2%, EPAC2 agonist 6.5%, TGFb SMAD3 inh 11.3%, CCT chaperon mod -1.6, EPAC2 antagonist 2.3%, Mm-Cpn inhibitor 0.0%, Nrf2 ARE act -0.2% and Nrf2 inh -6.5%.
Screening Cc1cc(=O)[nH]c2c1c(C)nn2C1CCCC1 returned A549 viability 14.1%, EPAC2 agonist 2.9%, pAkt inh inactive, TGFb SMAD3 inh -3.7%, CCT chaperon mod -1.4, EPAC2 antagonist 4.5%, Mm-Cpn inhibitor 0.6%, Nrf2 ARE act 0.1% and Nrf2 inh 9.3%.
COc1ccc(NC(=O)/C(=C\c2ccc(OS(=O)(=O)c3ccc(C)cc3)cc2)NC(=O)c2ccccc2)cc1 was read as A549 viability -4.1%, EPAC2 agonist -0.4%, pAkt inh inactive, TGFb SMAD3 inh 10.5%, CCT chaperon mod 1.9, EPAC2 antagonist 0.2%, Mm-Cpn inhibitor -0.3%, Nrf2 ARE act -0.5% and Nrf2 inh 3.9%.
For CN1CCc2nc(NC(=O)c3cccc(S(=O)(=O)N4CCc5ccccc54)c3)sc2C1 the results were A549 viability 4.7%, EPAC2 agonist 21.0%, pAkt inh inactive, TGFb SMAD3 inh 0.4%, CCT chaperon mod -35.1*, EPAC2 antagonist -2.2%, Mm-Cpn inhibitor -20.6%, Nrf2 ARE act 0.5% and Nrf2 inh -10.3%.
Screening O=C1C=C(NCCc2ccccc2)C2(CCCCC2)O1 returned A549 viability 3.9%, EPAC2 agonist 6.0%, pAkt inh inactive, TGFb SMAD3 inh 0.0%, CCT chaperon mod -2.6, EPAC2 antagonist -4.6%, Mm-Cpn inhibitor -1.7%, Nrf2 ARE act 0.0% and Nrf2 inh -4.4%.
`CCN(CC(=O)Nc1ccc(NC(C)=O)cc1)C(=O)c1ccc(N2CCC(C)CC2)c([N+](=O)[O-])c1` gave A549 viability -20.2%, EPAC2 agonist 2.5%, pAkt inh inactive, TGFb SMAD3 inh 1.1%, CCT chaperon mod -2.5, EPAC2 antagonist -4.1%, Mm-Cpn inhibitor 0.2%, Nrf2 ARE act -0.5% and Nrf2 inh -10.0%.
`O=S(=O)(c1ccc(S(=O)(=O)N(Cc2ccco2)Cc2ccccc2Cl)cc1)N1CCCC1` gave A549 viability -11.9%, EPAC2 agonist 9.5%, pAkt inh inactive, TGFb SMAD3 inh 2.5%, CCT chaperon mod -2.9, EPAC2 antagonist -2.8%, Mm-Cpn inhibitor 1.2%, Nrf2 ARE act 0.0% and Nrf2 inh -23.8%.
